PG9 binder: binds the HIV-1 gp120 antibody PG9; TR-FRET gp120-PG9 antibody binding; inhibition, % at 6.7 µM; 360,000 tested, 0.43% active; in the data active means inhibition above about 8.5%
SIAE inh: inhibitors of human sialic acid acetylesterase SIAE; SIAE FP-Rh probe binding, fluorescence polarization; 370,000 tested, 0.69% active; Q9HAT2; inhibition, % at 9.66 µM;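 active means inhibition above a cutoff: mean of compounds within the control limits plus 3 SD of those, cut at about 17% in these data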;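 further: 0% = plate median of compound wells and 100% = probe without SIAE protein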
TDP2 absorb: blocks human TDP2 phosphodiesterase activity | AID 720702 | recombinant TDP2, T5PNP hydrolysis, p-nitrophenol absorbance 415 nm | inhibition, % at 12.8 µM | 370,000 tested, 0.34% active | O95551;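 active means inhibition above the mean of all tested compounds plus 3 SD, set per campaign, cut at about 25% in these data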;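 further: 0% = DMSO with enzyme and 100% = buffer with substrate but no TDP2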
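Assay system: recombinant human TDP2 / Reagent: T5PNP substrate at 5 mM, a TopII-DNA adduct mimic / Measured by: epi absorbance from released p-nitrophenol / Evaluation: % inhibition relative to enzyme-containing and enzyme-free wells / Control set: enzyme-free and DMSO wells / Replicates: each compound tested once, singlicate / Schedule: enzyme reaction with compound for 2 h at 37 °C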
HTRA1 inh: blocks human HTRA1 serine peptidase. Q92743. recombinant HTRA1, FP-rhodamine activity-based probe, fluorescence polarization. inhibition, % at 5.96 µM. 340,000 tested, 0.5% active. AID 504803; in the data active means inhibition above about 36%;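 further: 0% = enzyme with DMSO and 100% = wells lacking enzyme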
UHRF1 MBD2 ctr: human UHRF1 methylated DNA binding inhibitors; 370,000 tested, 0.75% active; UHRF1 binding to methylated oligo, TR-FRET; inhibition, % at 4.4 µM; in the data active means inhibition above about 21%;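 further: UHRF1 SRA domain binding a hemimethylated CpG hairpin DNA probe; 0% = median of test compound wells and 100% = reference inhibitor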
mABHD4 FP: ABHD4 (mouse) inhibition, primary FP screen; AID 720543; inhibition, % at 8.92 µM; purified mABHD4, FP-Rh probe fluorescence polarization; 370,000 tested, 0.54% active;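 active means inhibition exceeding the mean over every tested compound plus 3 SD, cut at about 30% in these data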;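 further: 0% = plate median of compound wells and 100% = S159A mutant with DMSO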
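Test system: mABHD4 protein | Buffer or medium: HEPES pH 7.0 buffer, 150 mM NaCl, 0.01% Pluronic F-127 | Probe or stimulus: FP-Rh fluorescent activity-based probe, added after compound pre-incubation | Timing: Pre-incubation 45 min, probe exposure 60 min, at 25 °C | Technique: Fluorescence polarization, excitation 525 nm, emission 598 nm, BODIPY TMR filters | Repeats: Single well per compound (singlicate)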
Tn7 DDE FP: disrupts Tn7 cyclic peptide binding to fibrin D-Dimer-E complex; AID 720508; FP displacement of FITC-Tn7 peptide from fibrin DD(E); 0% = median of compound wells per plate; 370,000 tested, 0.13% active; inhibition, % at 8.3 µM;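 active means inhibition above the mean of compounds falling within the control limits plus 3 SD of them, cut at about 14% in these data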;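 further: 0% = plate median of compound wells and 100% = 10 µM Aha-Tn7 peptide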
Target sequence (P02675 whole entry, looked up): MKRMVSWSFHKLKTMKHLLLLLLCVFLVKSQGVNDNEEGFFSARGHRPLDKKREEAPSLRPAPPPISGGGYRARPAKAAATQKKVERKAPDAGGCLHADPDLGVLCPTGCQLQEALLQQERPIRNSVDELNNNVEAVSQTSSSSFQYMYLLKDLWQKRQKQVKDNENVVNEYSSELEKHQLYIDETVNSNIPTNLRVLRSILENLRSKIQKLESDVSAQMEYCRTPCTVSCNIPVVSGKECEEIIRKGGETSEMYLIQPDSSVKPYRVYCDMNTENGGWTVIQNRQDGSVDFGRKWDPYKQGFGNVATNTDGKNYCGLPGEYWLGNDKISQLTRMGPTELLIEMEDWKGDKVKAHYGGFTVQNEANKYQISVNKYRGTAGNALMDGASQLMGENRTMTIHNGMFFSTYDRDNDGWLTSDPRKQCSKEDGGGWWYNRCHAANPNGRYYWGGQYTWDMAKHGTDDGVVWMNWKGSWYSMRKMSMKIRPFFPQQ
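Assay system: human fibrin DD(E). Input: DD(E) 2 µM final. Medium: Tris buffer with calcium and detergent, pH 7.8. Compound dosing: single point at 8.3 µM. Timing: 10 min plus 3 h, room temperature. Technique: fluorescence polarization of the labelled Tn7 tracer. Read-out: percent inhibition. Replicates: singlicate testing.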
TCR CD3 inh: human TCR-CD3 binding inhibition. inhibition, % at 9.4 µM. TAMRA-labeled TCR probe fluorescence, biochemical. AID 651800. 360,000 tested, 0.37% active; in the data active means inhibition above about 19%;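 further: recombinant mutant TCR 2C K166C tagged with TAMRA read by polarization; 0% = receptor in buffer alone and 100% = receptor with positive control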
PRMT1 inh: blocks human protein arginine methyltransferase 1. 370,000 tested, 1.3% active. Q99873. recombinant PRMT1, activity-based probe fluorescence polarization. inhibition, % at 2.79 µM;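 active means inhibition above about 21% made by adding two undisclosed values, limit read from the data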
Target sequence (Q99873 whole entry, looked up): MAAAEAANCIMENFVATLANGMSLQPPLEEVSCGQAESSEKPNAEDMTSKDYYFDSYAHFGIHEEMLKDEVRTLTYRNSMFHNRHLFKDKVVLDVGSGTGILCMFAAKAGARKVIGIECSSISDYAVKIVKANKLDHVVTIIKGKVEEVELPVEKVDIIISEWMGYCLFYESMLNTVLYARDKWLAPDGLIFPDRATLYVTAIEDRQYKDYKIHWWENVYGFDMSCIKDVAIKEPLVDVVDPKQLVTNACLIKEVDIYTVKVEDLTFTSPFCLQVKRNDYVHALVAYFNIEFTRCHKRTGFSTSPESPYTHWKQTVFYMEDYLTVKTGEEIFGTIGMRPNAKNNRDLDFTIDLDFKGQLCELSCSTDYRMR
LEDGF integ inh: blocks HIV-1 LEDGF/p75-dependent DNA integration. inhibition, % at 3.7 µM. TR-FRET IN-LEDGF/p75 DNA integration, Eu/Cy5. AID 743269. 370,000 tested, 0.64% active;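 active means inhibition above the screen-wide mean plus 3 SD, cut at about 13% in these data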;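 further: signal is the Cy5 over europium emission ratio at 671 and 618 nm; 0% = plate median of compound wells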
* hit, by the source's call; · = no result given. The order is random; overall some 4.2% were active at least once.

SMILES	PG9 binder	SIAE inh	TDP2 absorb	HTRA1 inh	UHRF1 MBD2 ctr	mABHD4 FP	Tn7 DDE FP	TCR CD3 inh	PRMT1 inh	LEDGF integ inh
Cc1ccc(-n2c(Cc3ccccc3)nnc2SCC(=O)NNC(=O)Cc2ccccc2)cc1	1.8	9	4	-13	-3	3	2	2	-2	3
O=C(CCC(NC(=O)OCc1ccccc1)C(=O)OCc1ccccc1)NCC(=O)OCc1ccccc1 (centres undefined)	-0.4	-5	4	-2	-4	-6	-1	-5	-2	-1
Cc1ccc(OCCN2C(=O)c3ccccc3C2=O)cc1	-1.9	1	-5	-12	-2	2	-7	2	-4	3
O=C1NC(c2ccccc2)(C(F)(F)F)SC2=CCCCCN12 (centres undefined)	0.8	7	9	1	2	8	7	-4	0	2
O=C(c1ccco1)N1CCN(C2CC(=O)N(c3ccc4c(c3)OCO4)C2=O)CC1 (centres undefined)	-0.6	1	5	-1	2	-3	-7	2	3	-1
N#Cc1ccc(COC(=O)Cn2nnc(-c3ccccc3)n2)cc1	-0.9	6	8	-1	0	1	4	-4	2	1
COCCC(=O)N1CCC(Oc2ccc(C(=O)NCCc3cn[nH]c3)cc2)CC1	-1.6	1	0	6	-1	0	-4	0	1	-2
CCN1CCN(CCOc2ccccc2OCc2ccccc2)CC1	-1.1	0	24	-5	-2	10	-3	0	-4	-3
CCC(C)c1ccc(-c2cc(C(=O)OCC(=O)Nc3cc(C)on3)c3ccccc3n2)cc1 (centres undefined)	2.2	-7	-13	-9	3	-7	-4	-2	0	7
O=C(c1cccnc1)N1CCN(Cc2cccc(Br)c2)CC1	-1.3	1	14	-2	4	12	-1	4	1	4
Cc1nn(C)c(C(=O)N/N=C/c2ccccc2)c1[N+](=O)[O-]	-0.7	-1	-7	-2	5	-6	2	-5	-1	4
O=c1ncn(-c2cccc([N+](=O)[O-])c2)c2ccccc12	-1.8	-10	-17	5	20	-6	0	9	-2	1
Cc1ccccc1-c1nnc(-c2ccc(Cl)cc2)o1	-1.3	1	0	0	0	-2	5	9	-3	1
CC1=CC(=O)C2=C(C)CC[C@@H]3[C@H](OC(=O)[C@H]3C)[C@@H]12	-2.1	1	9	-6	2	-3	-1	4	-2	0
CC1Oc2ccc(C#N)cc2N(Cc2ccccc2OC(F)(F)F)C1=O (centres undefined)	-0.9	3	3	·	1	-8	0	-4	-5	0
Cc1ccc(C)c(S(=O)(=O)N2CCCCC2CCNC(=O)C(=O)NC2CC2)c1 (centres undefined)	-0.3	8	-11	-4	0	0	5	-7	-3	-2
O=C(C1=COCCO1)N1CCN(c2nc3ccc([N+](=O)[O-])cc3s2)CC1	-0.7	-1	10	4	-2	2	-8	5	0	4
CCCNC(=O)Nc1ccc2c(c1)N(C)C(=O)c1ccccc1S2	0.7	-6	4	-11	0	-8	0	-1	2	-1
O=C(CC(=O)NC1CCCCC1)N/N=C/c1ccccc1[N+](=O)[O-]	0.0	0	-8	9	0	-3	0	-8	2	1
Cn1c(SCc2c(Cl)cccc2Cl)nnc1-c1cccs1	-1.6	-9	-20	-4	3	-14	8	5	-3	3
CC(=O)c1ccc(N(C(=O)CNC(=O)c2ccco2)C(C(=O)NCC2CCCO2)c2ccccc2)cc1 (centres undefined)	-2.5	-7	-2	-2	-1	2	-3	6	-2	2
Clc1ncccc1-c1nc2ccccc2s1	-0.8	0	4	1	-1	-3	-3	3	-3	2
Cc1cccc(C)c1NC(=O)CSc1nnc(Cc2ccccc2)o1	-1.2	6	2	-1	-1	-3	-5	1	8	-2
CN(CC1COc2ccccc2O1)C(=O)CSc1nncs1 (centres undefined)	0.6	-1	-12	4	2	2	-5	-6	-3	-1
O=C(O)C1CCN(C(=O)c2ccccc2N2C(=O)[C@@H]3Cc4c([nH]c5ccccc45)C(c4cccc(Cl)c4)N3C2=O)CC1 (some centres undefined)	0.2	-45	4	-16	-3	-43	-3	6	1	5

Arranged by formula weight (ascending): four of the compounds above
SMILES	PG9 binder	SIAE inh	TDP2 absorb	HTRA1 inh	UHRF1 MBD2 ctr	mABHD4 FP	Tn7 DDE FP	TCR CD3 inh	PRMT1 inh	LEDGF integ inh
Cc1ccc(OCCN2C(=O)c3ccccc3C2=O)cc1	-1.9	1	-5	-12	-2	2	-7	2	-4	3
O=C(CC(=O)NC1CCCCC1)N/N=C/c1ccccc1[N+](=O)[O-]	0.0	0	-8	9	0	-3	0	-8	2	1
CC1Oc2ccc(C#N)cc2N(Cc2ccccc2OC(F)(F)F)C1=O (centres undefined)	-0.9	3	3	·	1	-8	0	-4	-5	0
COCCC(=O)N1CCC(Oc2ccc(C(=O)NCCc3cn[nH]c3)cc2)CC1	-1.6	1	0	6	-1	0	-4	0	1	-2

The main list resumes; the 7 compounds before the break are reprinted first.
SMILES	PG9 binder	SIAE inh	TDP2 absorb	HTRA1 inh	UHRF1 MBD2 ctr	mABHD4 FP	Tn7 DDE FP	TCR CD3 inh	PRMT1 inh	LEDGF integ inh
O=C(CC(=O)NC1CCCCC1)N/N=C/c1ccccc1[N+](=O)[O-]	0.0	0	-8	9	0	-3	0	-8	2	1
Cn1c(SCc2c(Cl)cccc2Cl)nnc1-c1cccs1	-1.6	-9	-20	-4	3	-14	8	5	-3	3
CC(=O)c1ccc(N(C(=O)CNC(=O)c2ccco2)C(C(=O)NCC2CCCO2)c2ccccc2)cc1 (centres undefined)	-2.5	-7	-2	-2	-1	2	-3	6	-2	2
Clc1ncccc1-c1nc2ccccc2s1	-0.8	0	4	1	-1	-3	-3	3	-3	2
Cc1cccc(C)c1NC(=O)CSc1nnc(Cc2ccccc2)o1	-1.2	6	2	-1	-1	-3	-5	1	8	-2
CN(CC1COc2ccccc2O1)C(=O)CSc1nncs1 (centres undefined)	0.6	-1	-12	4	2	2	-5	-6	-3	-1
O=C(O)C1CCN(C(=O)c2ccccc2N2C(=O)[C@@H]3Cc4c([nH]c5ccccc45)C(c4cccc(Cl)c4)N3C2=O)CC1 (some centres undefined)	0.2	-45	4	-16	-3	-43	-3	6	1	5
O=C(CCc1nc2ccccc2c(=O)[nH]1)OCc1cccc(C(F)(F)F)c1	-1.4	5	0	-7	2	-7	5	7	1	0
Cc1ccc(NC(=O)CN(C)C(=O)c2ccc3[nH]c4c(c3c2)CC(C)CC4)cc1 (centres undefined)	1.6	-3	-6	-8	-3	2	-3	-4	1	1
O=c1cc(N2CCN(Cc3ccccc3)CC2)c(-c2ccccc2)n[nH]1	-0.2	14	10	5	0	5	-3	9	-2	-1
CCOC(=O)C1CCN(S(=O)(=O)c2ccc(C(C)=O)cc2)CC1	-0.9	2	8	-4	-5	-7	-3	4	-2	0
O=C(Nc1ccccc1Cl)NC1(C(=O)NCCCN2CCOCC2)CCCCC1	1.1	-1	-13	-4	4	3	6	-1	0	-1
CC(C)CC(=O)[C@@H](O)Cc1ccc(O)cc1	0.0	7	5	·	-2	5	-7	-1	1	-1
Cc1ccc(S(=O)(=O)N2CCOCC2)cc1C(=O)OCC(=O)NC1CC1	-0.5	-4	-5	-5	-1	-4	-6	9	-5	2
CC/C(=N/Nc1cccc(C)c1)c1cnnc(SC)n1	-0.4	-1	7	-22	-4	9	-2	-3	-1	-2
COc1ccc(/C=N\NC(=O)c2cc(OCC(F)(F)F)ccc2OCC(F)(F)F)cc1	-2.4	-12	-19	-4	6	-8	1	3	-2	-1
Cc1cc(N2CCCC2)nc2ccc(NC(=S)NCCCOC(C)C)cc12	-0.8	2	0	-1	2	3	2	-2	4	2
COc1ccc(CSc2nnnn2C)cc1F	-1.2	-2	1	1	1	-1	0	0	1	-1
CCCCn1nnnc1C(c1cc2ccccc2o1)N(CCN(C)C)Cc1ccccc1 (centres undefined)	-0.9	-1	-5	·	-3	4	-5	8	1	-1
CCN(c1ccccc1)c1cc(C)nc2ncnn12	-0.4	4	2	-1	0	2	2	-8	3	-1
N/C(=N\OC(=O)COc1ccc(Br)cc1Cl)c1cccnc1	-0.5	-1	-8	-3	0	-2	3	2	0	1
CSc1nc(-c2ccccc2)nc(SC)c1C(C)=O	-0.6	0	7	-13	-2	1	-6	7	-1	-1
CCOC(=O)c1sc2nc(NC(=O)C(C)(C)C)sc2c1C	1.4	-17	-2	-25	0	-18	2	-4	1	1
Cc1ccc(-c2n[nH]c(=S)n2/N=C/c2ccc(C)s2)cc1	-0.7	1	-7	3	-1	-8	-5	4	17	0
CCn1cc(C(=O)N[C@@H](CCSC)C(=O)NC(C)(C)CO)c(=O)c2cc3c(cc21)OCO3	0.1	-3	0	7	-1	5	-9	-4	1	-2
CCOc1ccc(NC(=O)CSc2nc(N3CCOCC3)nc(N3CCOCC3)n2)cc1	0.8	-3	-5	1	3	-6	2	3	5	2
CC(C)(CO)NC(=O)C(Cc1ccccc1)N1C(=O)c2ccccc2C1=O (centres undefined)	-1.2	-3	0	-4	-2	-6	1	0	-1	2
CN(C(=O)CSc1nnc(-c2c[nH]c3ccccc23)n1C1CC1)C1CCS(=O)(=O)C1 (centres undefined)	0.0	0	4	8	-1	3	-4	1	-4	-2
NC(=O)C1=C[C@@H](c2csc3ccccc23)C[C@@H](OCCCCO)O1	-0.1	-3	-3	-8	-5	7	0	0	2	4
O=C(O)c1cccc(NS(=O)(=O)c2ccc(Oc3ccc(S(=O)(=O)Nc4cccc(C(=O)O)c4)cc3)cc2)c1	0.7	-4	2	-5	-1	5	7	-7	6	-3
O=C(Nc1ccccc1N1CCCCC1)c1cccc(Cl)c1	-1.3	-2	12	-13	-1	0	14*	6	-2	0
N#CCc1nnc2n1-c1ccccc1CCC2	-0.6	7	-1	3	1	4	-5	0	-1	4
COc1ccc(C(=O)OCCNC(=O)c2ccncc2)cc1OC	-1.1	1	12	1	-1	-4	4	1	-1	-2
c1cnn(-c2cc(N3CCOCC3)ncn2)c1	-2.2	-3	10	2	-2	2	-1	4	0	4
CCOC(OCC)P(=O)(CNC(c1ccccc1)(c1ccccc1)c1ccccc1)OCC (centres undefined)	·	-1	8	·	-5	5	-5	·	0	3
O=C(COC(=O)CCc1c[nH]c2ccccc12)NCc1ccccc1	1.1	4	-1	-6	-3	4	0	5	0	-2

Assay outcomes from PubChem.
